# High-throughput results deposited in PubChem by Broad Institute.
# Statin myotox sup: suppressors of simvastatin-induced myotoxicity in C2C12 myotubes; ATP luminescence, 48 h; scaled: DMSO 0, geranylgeraniol control 100; rescue of ATP level, % at 7.49 µM; hit rate 0.78% among 330,000; AID 602340;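 active means mean ATP rescue above about 67%, or every replicate alone reaching that limit, limit read from the data, passing the limit was not always enough; inconclusive means no clear call, values can overlap the other calls; inactive means mean under the limit and some replicate under it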;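 further: myotubes were challenged with 10 µM simvastatin during compound exposure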
# ERp5 block: inhibitors of human ERp5 | inhibition, % at 9.99 µM | ERp5 insulin aggregation, absorbance 650 nm, 90 min | Q15084 | hit rate 0.05% among 350,000;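 active means mean replicate inhibition above about 25%, with every replicate also reaching it, limit read from the data, passing the limit was not always enough; inconclusive means only one of those two criteria met; inactive means neither criterion met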
# PglD inh: inhibitors of Campylobacter jejuni PglD acetyltransferase | purified PglD enzyme, DTNB colorimetric CoA detection | inhibition, % at 12.5 µM | hit rate 0.098% among 360,000; in the data active means inhibition above about 16%, passing the limit was not always enough; inconclusive means no clear call, values can overlap the other calls; further: strong numbers were not always called active
# SIRT5 block: blocks human SIRT5 desuccinylation of peptide; Q9NXA8; Purified SirT5, succinyl-peptide AMC, trypsin-coupled fluorescence; inhibition, % at 15 µM; hit rate 1.1% among 330,000; AID 652115; in the data active means inhibition above about 15%; inconclusive means no clear call, values can overlap the other calls
# Target sequence (Q9NXA8 whole entry, looked up): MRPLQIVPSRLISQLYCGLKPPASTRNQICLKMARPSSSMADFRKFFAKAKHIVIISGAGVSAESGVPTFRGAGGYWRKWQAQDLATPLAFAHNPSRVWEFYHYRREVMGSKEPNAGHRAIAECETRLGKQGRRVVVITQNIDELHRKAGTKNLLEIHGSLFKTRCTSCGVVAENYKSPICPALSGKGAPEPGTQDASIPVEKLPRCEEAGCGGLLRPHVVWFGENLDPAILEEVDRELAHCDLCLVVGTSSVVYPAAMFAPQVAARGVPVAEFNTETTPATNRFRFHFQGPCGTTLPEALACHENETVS
# DENV2 CPE rescue: DENV2-induced cell death inhibition; DENV2-infected cells, cytopathic effect rescue, plate reader; CPE inhibition, % at 9.99 µM; hit rate 1.7% among 350,000; in the data active means CPE inhibition above about 20%, passing the limit was not always enough; inconclusive means no clear call, values can overlap the other calls; tested in BHK-21 cells;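 further: 0% = median of neutral control wells and 100% = median of positive control wells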
# S100A4 inh HTS: inhibitors of human S100A4 binding to myosin IIA peptide | P26447 | S100A4/TAMRA-MyoIIA peptide fluorescence polarization | inhibition, % at 10.7 µM | hit rate 0.14% among 360,000 | AID 652163;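 active means mean inhibition of at least 70% across replicates, with every replicate also reaching that level; inconclusive means mean inhibition reaches 70% but some replicates fall short; inactive means mean inhibition below 70%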
# Target sequence (P26447 whole entry, looked up): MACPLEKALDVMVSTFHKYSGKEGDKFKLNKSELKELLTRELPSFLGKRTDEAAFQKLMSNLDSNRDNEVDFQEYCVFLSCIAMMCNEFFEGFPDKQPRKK
#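 assay system = human S100A4 monomer with TAMRA-labelled myosin IIA peptide | also added = labelled myosin peptide probe, 5 nM | incubation = 5 min between mix addition and reading | control set = DMSO and TFP controls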
# E-sel inducer: induces E-selectin expression in human endothelial cells; P16581; HUVEC E-selectin immunofluorescence imaging; normalized: neutral wells 0, TNF-alpha wells 100; activation, % at 7.58 µM; hit rate 0.37% among 260,000;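 active means mean E-selectin-positive cell signal at least 10% of the positive control, reached in at least 60% of replicates, without over 20% cell loss; inconclusive means no rule given, readout overlaps actives, possibly toxicity-flagged; inactive means the rest, including those meeting only one limit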;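 further: in these data hits start at about 27%; measured in HUVEC primary endothelial cells; signal is the percent of cells scored E-selectin positive by PE staining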
# Target sequence (P16581 whole entry, looked up): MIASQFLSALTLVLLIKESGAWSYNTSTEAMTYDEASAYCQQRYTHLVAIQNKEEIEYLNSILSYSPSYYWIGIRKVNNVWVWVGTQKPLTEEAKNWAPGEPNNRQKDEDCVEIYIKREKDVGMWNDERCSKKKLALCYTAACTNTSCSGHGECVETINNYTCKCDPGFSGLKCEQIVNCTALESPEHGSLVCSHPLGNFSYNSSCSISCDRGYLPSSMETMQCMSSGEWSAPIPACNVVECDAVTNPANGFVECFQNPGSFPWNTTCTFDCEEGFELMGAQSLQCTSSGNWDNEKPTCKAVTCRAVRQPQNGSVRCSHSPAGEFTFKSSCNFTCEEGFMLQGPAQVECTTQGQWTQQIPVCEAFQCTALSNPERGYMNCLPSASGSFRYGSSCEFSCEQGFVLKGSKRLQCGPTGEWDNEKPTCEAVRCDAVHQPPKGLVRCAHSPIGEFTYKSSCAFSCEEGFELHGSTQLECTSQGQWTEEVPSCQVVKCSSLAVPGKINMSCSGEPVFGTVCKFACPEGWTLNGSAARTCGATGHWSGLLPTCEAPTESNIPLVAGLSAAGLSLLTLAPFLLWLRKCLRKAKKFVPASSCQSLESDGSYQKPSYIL
#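 Test system: HUVEC | Signal: Immunofluorescence imaging | Read-out: Percent E-selectin-positive cells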
# * hit, by the source's call; ? = inconclusive; . = not tested or not shown.
# Start of the listing, in advance (six entries):
SMILES	Statin myotox sup	ERp5 block	PglD inh	SIRT5 block	S100A4 inh HTS	E-sel inducer	DENV2 CPE rescue
Cc1ccc(S(=O)(=O)N2[C@@H](c3ccc(Cl)cc3)C(C(=O)OC(C)(C)C)=CC[C@H]2c2ccc(Cl)c(Cl)c2)cc1	7	3	-2	-5	0	0.0	-11
CCNC(=S)N/N=C/c1cc(C)n(-c2ccc(Cl)cc2)c1C	.	1	.	16*	-3	8.9	6
Cc1ccc(S(=O)(=O)N(C)C[C@@H]2Oc3c(NC(=O)Nc4ccc(F)cc4)cccc3C(=O)N([C@@H](C)CO)C[C@H]2C)cc1	-1	6	3	-3	-42	0.9	19
Cn1cnc(S(=O)(=O)N2C[C@@H](O)COC[C@@H]3O[C@@H](CC(=O)NC4Cc5ccccc5C4)CC[C@H]32)c1	-13	4	-1	-19	1	0.1	4
O=C(Nc1ccc(C(F)(F)F)cc1)N1[C@@H]2CNC[C@H]1C2c1ccc(-c2ccc(F)cc2)cc1 (some centres undefined)	.	-2	.	4	-13	0.5	-3
Cc1ccc(S(=O)(=O)N(C)C)cc1NC(=O)CSc1nncs1	0	3	-3	-7	-1	0.5	-5

# The whole of this part, repeating the preview:
SMILES	Statin myotox sup	ERp5 block	PglD inh	SIRT5 block	S100A4 inh HTS	E-sel inducer	DENV2 CPE rescue
Cc1ccc(S(=O)(=O)N2[C@@H](c3ccc(Cl)cc3)C(C(=O)OC(C)(C)C)=CC[C@H]2c2ccc(Cl)c(Cl)c2)cc1	7	3	-2	-5	0	0.0	-11
CCNC(=S)N/N=C/c1cc(C)n(-c2ccc(Cl)cc2)c1C	.	1	.	16*	-3	8.9	6
Cc1ccc(S(=O)(=O)N(C)C[C@@H]2Oc3c(NC(=O)Nc4ccc(F)cc4)cccc3C(=O)N([C@@H](C)CO)C[C@H]2C)cc1	-1	6	3	-3	-42	0.9	19
Cn1cnc(S(=O)(=O)N2C[C@@H](O)COC[C@@H]3O[C@@H](CC(=O)NC4Cc5ccccc5C4)CC[C@H]32)c1	-13	4	-1	-19	1	0.1	4
O=C(Nc1ccc(C(F)(F)F)cc1)N1[C@@H]2CNC[C@H]1C2c1ccc(-c2ccc(F)cc2)cc1 (some centres undefined)	.	-2	.	4	-13	0.5	-3
Cc1ccc(S(=O)(=O)N(C)C)cc1NC(=O)CSc1nncs1	0	3	-3	-7	-1	0.5	-5
O=C(CCc1ccccc1)N1CCN(c2ccccc2F)CC1	2	-2	3	3	5	.	2
Cc1ccc2nc(SC(C)C(=O)NCc3ccc4c(c3)OCO4)[nH]c2c1 (centres undefined)	.	3	.	-1	-2	.	-2
O=C(NCCCn1ccnc1)c1ccc(-c2cccc(Cl)c2Cl)o1	-30	-3	-4	-1	6	2.9	-2
COc1ccccc1NC(=O)COC(=O)CCC(=O)c1cccs1	-14	-2	2	1	-2	.	-14
CC1CCC/C(=C\Nc2ccc(C(=O)O)c(O)c2)C1=O (centres undefined)	.	7	.	29*	1	0.7	-3
Cc1cccc(OCc2n[nH]c(=S)o2)c1C	.	1	.	-5	4	-0.3	2
COc1ccc(Cc2nc3ccc(C(=O)NCc4cc(C)no4)cc3o2)cc1OC	12	5	-5	-2	-19	.	6
CCCNC(=O)C[C@@H]1CC[C@H]2[C@H](COc3ccc(NC(=O)NCCC)cc3C(=O)N2C)O1	.	0	.	3	14	-0.1	-8
CN(C)S(=O)(=O)c1cccc(NC(=O)c2ccc(COc3ccccc3)cc2)c1	-27	-3	-5	0	-6	-0.1	-3
O=C1CC(c2ccccc2)NN1 (centres undefined)	-12	9	-3	.	?	-0.2	-7
CO[C@H]1CN(C)C(=O)c2cccc(C#N)c2OC[C@@H]2O[C@H](CC[C@H]2OC)CCN(C)C(=O)[C@@H]1C	5	-2	-1	0	10	0.1	-3
CCC1Sc2ccc(S(=O)(=O)CCC(=O)NCc3ccco3)cc2NC1=O (centres undefined)	-3	2	-5	-3	-5	.	0
CSc1cccc(NC(=O)Cc2ccccc2[N+](=O)[O-])c1	.	-1	.	-3	2	.	4
COCCNC(=O)c1ccccc1N(Cc1ccccc1)S(=O)(=O)c1ccccc1	-1	-7	-1	8	-4	-0.2	3
O=C(C1CCCC1)N1CC(=O)N2[C@H](CO)[C@@H](c3ccc(-c4ccccc4F)cc3)[C@@H]2C1	.	.	.	-4	.	2.1	17
C[C@H]1CCCCO[C@H](CN(C)Cc2ccncc2)[C@@H](C)CN([C@@H](C)CO)C(=O)c2cc(NS(=O)(=O)c3cn(C)cn3)ccc2O1	.	-1	-2	-1	5	0.0	8
CSC1=C(C#N)C(c2ccc(C(C)C)cc2)CC(=O)N1 (centres undefined)	-14	0	.	-5	-10	0.1	5
CC1(C(=O)NS(=O)(=O)c2cccc(Cl)c2)CCN1C(=O)CC1CCCCC1 (centres undefined)	9	-2	6	-3	-15	4.1	-4
Cc1ccc(CSCC(=O)Nc2cc(S(=O)(=O)N3CCOCC3)ccc2OCC(F)(F)F)cc1	-3	5	5	-2	2	0.1	13
O=C(c1ccc(Cl)c(NC2=NC3CS(=O)(=O)CC3S2)c1)N1CCN(c2ccccc2)CC1 (centres undefined)	-2	8	3	-1	-2	.	-4
Nc1[nH]c(N=NC(=O)c2ccc(F)cc2)c2ccccc12	.	25	.	0	3	-0.2	2
O=C(Nc1nc2ccc(F)cc2s1)c1ccccn1	.	1	.	-2	2	.	-4
O=C(Cc1ccccc1F)Nc1nc2ccccc2[nH]1	.	0	.	0	2	0.0	-15
CO[C@H]1CN(C)C(=O)c2cc(NC(=O)C3CCOCC3)ccc2OC[C@@H](C)N(C)C[C@@H]1C	-6	1	-2	-1	15	0.4	-5
Cc1ccc(S(=O)(=O)Nc2ccc3c(c2)CC(=O)N([C@H](C)CO)C[C@H](C)[C@H](CN(C)C(=O)Nc2ccc(F)cc2)O3)cc1	19	.	-4	.	.	0.0	.
CC(=O)N1CCC(C(=O)N2CCN(S(=O)(=O)c3cccs3)CC2)CC1	-3	3	2	-4	1	-0.3	9
CN(C)C(=O)C[C@H]1CC[C@@H](NC(=O)C2CCC2)[C@@H](CO)O1	-2	-4	-2	3	28	0.0	0
COCc1cc(C)nc(SCC(=O)Nc2ccc3c(c2)n(C)c(=O)n3C)c1C#N	.	5	-3	1	6	-0.3	4
Cc1ccccc1C(=O)N1CCC(C(=O)NN2C(=O)NC3(CCC(C)CC3)C2=O)CC1 (centres undefined)	0	2	-3	-2	-4	.	-5
CCN(CC)C(=O)c1ccccc1NC(=O)CN1C(=O)c2ccccc2C1=O	14	-1	.	-2	-5	0.0	5
C[C@H](CO)N1C[C@H](C)[C@@H](CN(C)C(=O)NC2CCCCC2)Oc2ncc(C#CCN(C)C)cc2C1=O	16	-6	1	1	1	0.2	-1
CN1CCN(CCC(=O)Nc2ccc(C3CCCC3)cc2)CC1	1	-2	3	-3	-4	.	13
Nc1nc(NC(=O)c2ccccc2)nn1-c1ccccc1	20	-3	0	-6	-3	0.0	0
CC1(C(=O)Nc2ccc(Cl)c(Cl)c2)CCN1C(=O)C1CCCCC1 (centres undefined)	-3	-2	7	-1	-2	0.3	-1
O=S1(=O)N[C@H](Cc2ccccc2)COc2cc(N3CC[C@H](O)C3)ccc21	.	6	.	-1	-5	0.1	-2
C[C@@H]1CCCCO[C@H](CN(C)S(=O)(=O)c2cn(C)cn2)[C@@H](C)CN([C@@H](C)CO)C(=O)c2cc(N(C)C)ccc2O1	-13	3	0	-2	-23	0.3	-2
CC1=C(C(=O)OCc2ccccc2)C(c2ccccc2Cl)NC(=O)N1C (centres undefined)	3	4	4	2	-6	-0.3	-7
CCC(C)(C(=O)NC1CCCC1)N(Cc1cccs1)C(=O)c1ccccn1 (centres undefined)	.	6	.	-2	-5	-0.1	-3
CCOc1ccc(C(=O)NCC(=O)NNC(=O)c2cc(C)oc2C)cc1OCC	4	3	.	-2	-5	-0.3	0
O=C(Nc1cccc2cccnc12)c1cccc(Cl)c1	7	0	-4	3	-1	.	5
Cc1ccc(-n2ncc3c(=O)n(CC(=O)N(C)C)cnc32)cc1C	-6	1	3	-4	6	-0.1	-6
Cc1[nH]nc2c1C(c1ccsc1)C1=C(CC(C)(C)CC1=O)N2 (centres undefined)	.	-3	.	-4	-6	.	-1
COc1cccc(C(CCc2cc(OC)c(OC)c(OC)c2)NC(C)=O)c1 (centres undefined)	-1	2	6	.	1	-0.8	-2
O=C(CSc1nccc(=O)[nH]1)N1CCc2ccccc2C1	-4	-2	-3	-2	1	.	1
COc1ccccc1NC(=O)N1CCCCN2[C@H](CO)[C@@H](c3ccc(-c4cccc(C)c4)cc3)[C@@H]2C1	.	0	0	8	6	-0.7	8
NNC(=O)c1csc(CS(=O)(=O)c2ccc(Cl)cc2)n1	.	-1	8	-7	-2	0.1	-6
CCOc1ccc(NC(=O)c2cc(S(=O)(=O)N3CCOCC3)cs2)cc1	-13	11	1	9	-2	0.9	?
O=C(Nc1cccc2cccnc12)c1ccc2sc([C@H]3C[C@H](O)[C@@H](CO)O3)nc2c1	2	1	-2	0	4	0.0	2
COc1ccc(NC(=O)c2cc(S(=O)(=O)N3CCOCC3)cn2C)cc1Cl	16	10	1	1	-8	-0.2	2
CNC[C@@H]1OCCCC[C@H](C)Oc2ccc(NC(=O)Nc3ccc4c(c3)OCO4)cc2C(=O)N([C@H](C)CO)C[C@@H]1C	-1	-5	-2	4	-6	-0.1	2

# The listing continues:
SMILES	Statin myotox sup	ERp5 block	PglD inh	SIRT5 block	S100A4 inh HTS	E-sel inducer	DENV2 CPE rescue
O=C(C1CCC(=O)N(C2CCCC2)C1)N1CCN(c2ccc(Cl)cc2)CC1 (centres undefined)	11	6	.	1	0	-0.1	-2
CC(C)NC(=O)N[C@@H]1CC[C@@H](CC(=O)NC2Cc3ccccc3C2)O[C@@H]1CO	-13	5	-2	1	0	-0.1	2
O=C(NCc1ccc(C(F)(F)F)cc1)c1cccc2c(-c3cccnc3)coc12	-1	3	8	.	1	0.1	0
Cc1ccc(NC(=O)COC(=O)CCc2nc3ccccc3c(=O)[nH]2)c(Br)c1	.	-1	-2	-1	1	-0.1	-8
O=C1NC[C@H](Cc2ccc(O)cc2)N(CC2CCCCC2)C1=O	7	6	4	0	33	-0.2	4
Cc1sc(N)nc1-c1ccccc1	30	1	7	-4	17	2.5	4
Cc1cc(NCc2cccnc2)no1	-1	1	0	4	-3	.	-4
CCOCc1[nH]c(=S)[nH]c(=O)c1Cc1ccc(OCC)cc1	.	1	.	2	-6	.	4
O=C(CS(=O)(=O)c1ccccc1)Nc1ncc([N+](=O)[O-])s1	1	0	-14	3	-8	.	3
Cc1noc(C)c1NC(=O)Nc1ccc2c(c1)C(=O)N([C@@H](C)CO)C[C@@H](C)[C@H](CN(C)C(=O)Nc1cccc3ccccc13)O2	8	3	0	-6	5	0.0	13
Cc1cccc(NC(=O)/C=C/c2ccc([N+](=O)[O-])s2)c1	.	1	.	-7	-3	-2.0	9
C[C@H](O)[C@@H]1C(=O)N2CCc3ccc(-c4ccccc4)cc3[C@@H]2C[C@@H]1N(C)C(=O)c1cccnc1	4	-6	-2	-4	22	.	-3
NC(=O)c1ccc(NC(=O)COC(=O)c2cc(S(=O)(=O)N3CCOCC3)ccc2N2CCCCC2)cc1	-9	-7	1	2	-5	-3.4	-6
CSc1nsc(SC)c1C(=O)Nc1ccc(Cl)cc1	.	-7	.	-2	1	3.8	-4
C[C@H](CO)N1C[C@H](C)[C@@H](CN(C)Cc2ccc3c(c2)OCO3)Oc2ccc(NC(=O)Nc3ccc(F)cc3)cc2CC1=O	-10	1	-1	0	-2	0.0	0
Cc1cc(C(=O)NCC(=O)OCC(=O)NCCc2ccccc2)ccc1[N+](=O)[O-]	.	1	.	0	-1	.	1
Nc1nc(NCc2ccccc2)nc(NCCO)c1[N+](=O)[O-]	10	1	1	7	0	.	4

# A portion of the library. The share of hits here may be higher or lower than overall.
